Compound activity as filed in PubChem.
LmPK inhibitor = qHTS Assay for Inhibitors of Leishmania Mexicana Pyruvate Kinase (LmPK); Q27686; purified LmPK, Kinase-Glo ATP luminescence, 1 h; Potency, µM (doses to about 57.5 µM), for inactives: top-dose activity change, negative = inhibition, actives largely listed as inhibitors; 0.37% of 290,000 active; AID 1721, 2009; also: potency is read from the fitted curve at half-maximal effect; % is scaled to controls: 0 for no effect and ±100 for the full control effect
Target sequence (Q27686 whole entry, looked up): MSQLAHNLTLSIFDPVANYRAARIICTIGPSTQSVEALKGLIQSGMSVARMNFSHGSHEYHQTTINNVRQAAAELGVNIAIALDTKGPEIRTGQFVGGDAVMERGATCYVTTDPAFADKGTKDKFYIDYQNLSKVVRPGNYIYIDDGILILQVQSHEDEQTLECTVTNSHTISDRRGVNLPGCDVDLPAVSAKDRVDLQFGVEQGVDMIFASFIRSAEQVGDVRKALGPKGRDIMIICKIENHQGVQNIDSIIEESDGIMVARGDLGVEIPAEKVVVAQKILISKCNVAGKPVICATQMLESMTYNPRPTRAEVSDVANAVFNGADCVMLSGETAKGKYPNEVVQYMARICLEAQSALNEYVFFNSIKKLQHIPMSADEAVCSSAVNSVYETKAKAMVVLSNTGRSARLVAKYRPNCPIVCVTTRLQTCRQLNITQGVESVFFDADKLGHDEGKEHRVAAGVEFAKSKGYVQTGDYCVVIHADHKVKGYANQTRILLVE
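Screened at intermediate enzyme activity to detect both inhibitors and activators: LmPK at 0.1 nM, with a 0.5 nM enzyme column as activation reference. PEP 0.5 mM, ADP 0.1 mM; ATP detected by luminescence after 1 h.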
Shiga inhibitor = A qHTS for Small Molecule Inhibitors of Shiga Toxin | AID 2315, 2010 | inhibition, % at 38.7 µM | 9.2% of 290,000 active | Vero cells, Shiga toxin protein synthesis inhibition reporter; in the data active = inhibition mostly above about 28%, no sharp cut-off; inactive = mostly below about 43%; also: 0% is about no effect
AmpC no deterg = qHTS Inhibitors of AmpC Beta-Lactamase (assay without detergent) | P00811 | AmpC nitrocefin hydrolysis, absorbance 480 nm, 0.0001% Triton | Potency, µM (highest dose often 57.1 µM), for inactives: at the highest dose activity change, negative = inhibition, actives largely listed as inhibitors | 0.52% of 330,000 active | AID 485341, 2010;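 also: potency is read from the fitted curve at half-maximal effect; plate controls were no compound for no effect and no enzyme for full effect; nearly all actives have a fitted effect of over 20% in size; some results filed as inactive show a strong effect at the top dose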
Target sequence (P00811 whole entry, looked up): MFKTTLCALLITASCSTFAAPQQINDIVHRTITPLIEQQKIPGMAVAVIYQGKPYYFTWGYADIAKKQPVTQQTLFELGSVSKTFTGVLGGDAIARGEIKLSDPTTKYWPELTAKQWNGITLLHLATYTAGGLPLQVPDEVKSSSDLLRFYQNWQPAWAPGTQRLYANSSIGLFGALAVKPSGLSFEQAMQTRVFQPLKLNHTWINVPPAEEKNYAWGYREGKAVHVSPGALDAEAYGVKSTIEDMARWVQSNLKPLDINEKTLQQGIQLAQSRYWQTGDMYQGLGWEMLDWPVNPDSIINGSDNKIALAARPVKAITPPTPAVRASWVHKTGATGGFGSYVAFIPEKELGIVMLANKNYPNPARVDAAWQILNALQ
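20 mM phosphate pH 7.0 + 0.01% (detergent screen) or 0.0001% Triton X-100; 5.3 nM AmpC reagent; cpd preinc 15 min RT; nitrocefin (800 uM stock) to start; A480 q20 s × 4 min; Activity was normalised to no-enzyme and no-compound control wells.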
Pf growth 96h = Primary qHTS for delayed death inhibitors of the malarial parasite plastid, 96 hour incubation; Potency, µM (doses to about 28.7 µM), for inactives: at the highest dose activity change, negative = inhibition, usual class: inhibitors; P. falciparum luciferase reporter growth, 96 h; 6.9% of 320,000 active; also: potency is read from the fitted curve at half-maximal effect; % is scaled to controls: 0 for no effect and ±100 for the full control effect
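P. falciparum expressing integrated firefly luciferase, in erythrocytes at 2% hematocrit, 0.05% parasitemia, incubated with compounds 96 h at 37 C, 5% CO2. Growth inhibition read as loss of luminescence; two-generation exposure targets delayed-death apicoplast inhibitors.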
Pf growth 48h = Primary qHTS for delayed death inhibitors of the malarial parasite plastid, 48 hour incubation; Potency, µM (doses to about 28.7 µM), for inactives: top-dose activity change, negative = inhibition, usual class: inhibitors; 5.9% of 310,000 active; AID 504832, 2011; P. falciparum luciferase growth in erythrocytes, 48 h; also: potency is read from the fitted curve at half-maximal effect; % is scaled to controls: 0 for no effect and ±100 for the full control effect
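In quantitative HTS format, infected erythrocytes bearing luciferase-reporter parasites were treated for a single generation at 37 C. Luminescence after adding detection reagent served as the growth measure.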
CHX counter = Cycloheximide Counterscreen for Small Molecule Inhibitors of Shiga Toxin; 12% of 300,000 active; AID 2314, 2010; cell reporter, cycloheximide protein synthesis inhibition counterscreen; max response, %; in the data active = max response mostly above about 13%, no sharp cut-off; inactive = mostly below about 14%; also: read at 38.3 µM for the half of the compounds with a filed dose; 0% is about no effect
Tb PYK inh = qHTS of Trypanosoma Brucei Inhibitors | Potency, µM (top dose mostly 76.8 µM), for inactives: top-dose activity, negative = inhibition, usual class: inhibitors | AID 624173, 2012 | TbPYK enzyme, Kinase-Glo Plus ATP luminescence, 45 min | pyruvate kinase (Trypanosoma brucei), Q57TT1 | 0.12% of 410,000 active; also: potency is read from the fitted curve at half-maximal effect; % is scaled to controls: 0 for no effect and ±100 for the full control effect; nearly all actives have a fitted effect of over 50% in size
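ADP (130 uM final) triggers the TbPYK reaction after compound addition; incubation is 45 min at room temperature. Kinase-Glo Plus is then added and luminescence imaged. Normalized data are fitted to concentration-effect curves.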
* marks the source's active call; other numbers are inactive results; i = inactive; ? = inconclusive; . = no result given; [ ] = remark or other dose. Unless noted, calls follow the shape of the dose curve; as a rule, active = well fitted curve in the direction sought with a large enough effect; inconclusive = small, poorly fitted or top-dose-only effect, or another doubt; inactive = no such curve, though single readings can be large; an effect the other way counts as inactive or inconclusive. No enrichment for hits. About 22% of those tested had a hit in this group.

Every second line gives: LmPK inhibitor, Shiga inhibitor, AmpC no deterg, Pf growth 96h, Pf growth 48h, CHX counter, Tb PYK inh
[1] Cc1ccc(CN(C)CC(=O)NC(C)c2ccccc2)cc1 (centres undefined)
  -5%, -17, 38%, 9%, -3%, 0, 5%
[2] COc1ccc(C2/C(=C(\O)c3cccc(OC)c3)C(=O)C(=O)N2c2ccccn2)cc1 (centres undefined)
  -1%, -10, -18%, 7%, ?, 8, -9%
[3] Cc1ccn2c(-c3n[nH]c(=S)n3Cc3ccccc3)c(C)nc2c1
  -13%, 13, -10%, ?, -7%, -4, ?
[4] O=c1c2ccccc2[nH]c(=S)n1CCN1CCCCC1
  -4%, -5, -21%, 32%[activator], 3%, 1, -21%
[5] CN(C)c1cc(-c2ccccc2)nc(N)n1
  6%, 13, -7%, -29%, ., -2, -5%
[6] COc1cccc(N2CCN(C(=O)CCn3c(=S)[nH]c4cc5c(cc4c3=O)OCO5)CC2)c1
  -1%, -4, -16%, -26%, 9%, 1, .
[7] Cc1ccc(CNC(=O)[C@H](C)NC(=O)C2CCN(C(=O)[C@@H]3CCCN3C(=O)OC(C)(C)C)CC2)cc1
  -6%, 3, 56%, ?, ?, 0, 8%
[8] O=C1CN(C(=O)C2CCC(=O)N(CCc3ccc(Cl)cc3)C2)CCN1 (centres undefined)
  -1%, -6, -18%, 1%, 0%, -1, 2%
[9] Cc1cc(N2CCN(C)CC2)nc2ccccc12
  -2%, 4, 1%, 13%, ., -1, -9%
[10] CCc1ccc(C(C)NC(=O)c2ccncc2)cc1 (centres undefined)
  0%, -2, -4%, 0%, -3%, -3, 6%
[11] COc1cnc(SCc2ccc(Cl)cc2)nc1Cl
  3%, 19, -33%, ?, 21%, 10, -8%
[12] COc1ccc(S(=O)(=O)N2CCC(NC(=O)Nc3ccc(C)cc3)CC2)cc1
  3%, -1, -47%, 17%, ?, 1, 3%
[13] Cc1cc(Cl)c2oc(C(=O)N(C)Cc3ccon3)c(C)c2c1
  4%, 95*, 57%, 0%, 30%[activator], 48*, 1%
[14] O=C(CCC1CCCN(C(=O)C2(c3ccccc3)CC2)C1)N1CCN(c2ccccn2)CC1 (centres undefined)
  7%, 42, -13%, ?, 27%, 20*, 3%
[15] O=C(c1cccc(F)c1)N1CCN(C(=O)c2cc(-c3ccc(Cl)cc3Cl)on2)CC1
  3%, -2, -10%, -17%, -10%, -2, -14%
[16] COc1cc(C)c(Br)cc1S(=O)(=O)N1CCCC1
  -13%, -10, 5%, ., -4%, 11, -4%
[17] Cc1nc2ccc3nc(NC(=O)c4ccc(S(=O)(=O)N5CCOCC5)cc4)sc3c2s1
  -1%, -15, -13%, ?, 2%, 1, -4%
[18] COc1cc(C(=O)OCC(=O)Nc2cc(C)on2)c([N+](=O)[O-])cc1OC
  11%, -11, -16%, 5%, 17%, 6, 2%
[19] Cc1cc(Br)c(S(=O)(=O)n2nnc3ccccc32)cc1C
  3%, -12, -17%, -83%, 7%, 5, -9%
[20] COc1cccc(-c2cc(C(=O)NCc3cccs3)no2)c1
  2%, 104*, -7%, ?, 160%[activator], 61*, 2%
[21] CN1CCN(c2ccc(S(=O)(=O)N3CCOCC3)cc2NC(=O)CC(C)(C)C)CC1
  ., ., -1%, -24%, -14%, ., 0%
[22] CSc1ncccc1C(=O)Nc1ccc2c(c1)OCO2
  ., ., -23%, 0%, ?, ., -5%
[23] COc1ccc(NC(=O)C(c2ccc(OC)cc2)N(C)C(=O)CC2NC(=O)NC2=O)cc1 (centres undefined)
  -3%, -12, -9%, 12µM*, 16%, 1, -1%
[24] Nc1c(-c2ccccc2)cnn1C1CCS(=O)(=O)C1 (centres undefined)
  0%, 2, -13%, -35%, ., 13, 6%
[25] CCCCCc1nnc(NC(=O)C2CCCO2)s1 (centres undefined)
  -1%, 67*, -5%, ., 90%[activator], 44*, -6%
[26] O=C(Cn1ncc2c(=O)oc3ccccc3c21)NCC1COc2ccccc2O1 (centres undefined)
  9%, 3, -10%, 1.9µM*, ., -3, 4%
[27] O=C(OCC(=O)N1CCc2ccccc21)c1ccncc1
  ., ., 0%, -27%, -16%, ., -1%
[28] COc1ccc(CSc2nc(C)cc(=O)[nH]2)cc1
  -5%, 23, -10%, 4.7µM*, 0%, 10, 0%
[29] Cn1c(=O)c2c(nc(SCCN3CCOCC3)n2C)n(C)c1=O
  -5%, -11, 5%, 3.7µM*, ?, -4, -5%
[30] COC(=O)c1cc(C(=O)OC)cc(S(=O)(=O)Nc2ccc(Cl)c(N)c2)c1
  5%, -21, -40%, ?, 29%, -1, 10%

Compound profiles, as listed above. Screens in order: LmPK inhibitor | Shiga inhibitor | AmpC no deterg | Pf growth 96h | Pf growth 48h | CHX counter | Tb PYK inh
O=C(CCC1CCCN(C(=O)C2(c3ccccc3)CC2)C1)N1CCN(c2ccccn2)CC1 (centres undefined) is listed with 7% | 42 | -13% | ? | 27% | 20* | 3%
O=C(OCC(=O)N1CCc2ccccc21)c1ccncc1 is listed with . | . | 0% | -27% | -16% | . | -1%
Cc1nc2ccc3nc(NC(=O)c4ccc(S(=O)(=O)N5CCOCC5)cc4)sc3c2s1 is listed with -1% | -15 | -13% | ? | 2% | 1 | -4%
CN1CCN(c2ccc(S(=O)(=O)N3CCOCC3)cc2NC(=O)CC(C)(C)C)CC1 is listed with . | . | -1% | -24% | -14% | . | 0%
COC(=O)c1cc(C(=O)OC)cc(S(=O)(=O)Nc2ccc(Cl)c(N)c2)c1 is listed with 5% | -21 | -40% | ? | 29% | -1 | 10%

(further entries)
Every second line gives: LmPK inhibitor, Shiga inhibitor, AmpC no deterg, Pf growth 96h, Pf growth 48h, CHX counter, Tb PYK inh
[31] COc1ccccc1C(=O)N/N=C(\C)CC(=O)Nc1ccccc1NC(C)=O
  1%, ., 14%, 25%, 4%, 19*, -11%
[32] Cc1cc(S(=O)(=O)N2CCN(c3ccc(F)cc3)CC2)ccc1-n1cnnn1
  -1%, -5, 4%, -18%, -1%, -4, 33%[activator]
[33] CN(C(=O)CSc1ncccc1C(=O)O)c1ccccc1
  -1%, -22, -8%, 0%, 1%, -6, 1%
[34] Cc1ccc([N+](=O)[O-])c(OCC(O)CNC(C)(C)C)c1 (centres undefined)
  0%, -6, 1%, ?, ?, 1, 2%
[35] O=C1c2ccccc2C(=O)N1CCc1nc(-c2ccc(Cl)cc2)no1
  -8%, -17, -20%, 17%, ., -1, .
[36] COc1ccc2[nH]c(=O)c(CN(C(=O)C3CCCO3)c3ccc(C)cc3)cc2c1 (centres undefined)
  -1%, -26, -8%, 6%, -10%, -7, -3%
[37] CCOC(=O)/C(=N\Nc1cc(Cl)ccc1Cl)N1CC(C)OC(C)C1 (centres undefined)
  -5%, 2, 7%, ?, ?, -5, -1%
[38] C=CCn1c(SCc2ccccc2)nc2c1c(=O)[nH]c(=O)n2C
  -2%, -10, 1%, -26%, 6%, -2, 1%
[39] CC(C)(C)c1ccccc1NC(=S)NC1CCCCC1
  2%, 15, -23%, 9.3µM*, ?, -3, 0%
[40] CCc1ccc(N2C(=O)C3C(C2=O)N2CCCN2C3c2ccccc2)cc1 (centres undefined)
  -4%, 4, 16%, 37%[activator], -4%, -2, 10%
[41] COc1ccc(C2CC(=O)Oc3cc(C)c(Cl)c(C)c32)cc1 (centres undefined)
  ., i, -28%, ., ., 18, 1%
[42] Cc1ccc(OCc2ccc(C(=O)NCC3CCCO3)cc2)cc1 (centres undefined)
  -1%, 36, 21%, ?, -24%[5.75 µM], -3, -7%
[43] Cc1ccc(C(=O)OCC(=O)Nc2ccc(N(C)C)cc2)cc1NC(=O)c1ccco1
  11%, -13, -4%, ?, ., -3, -16%
[44] c1ccc(Oc2cccc(NC3=NCCC3)c2)cc1
  6%, -27, -11%, ?, -7%, -1, -3%
[45] COc1ccc(NC(=O)c2cc(S(=O)(=O)N3CCOCC3)ccc2N2CCOCC2)cc1
  0%, -6, 46%, 32%[activator], -8%, -1, 0%
[46] Cc1ccc(C(=O)N(C)CCOc2ccccc2)cc1S(=O)(=O)N1CCOCC1
  ., ., 116%[activator], -2%, 10%, ., 0%
[47] COc1ccc([C@H]2CC(=O)C=C(c3ccccc3Oc3ccccc3)C2)cc1
  ., ., -23%, ?, 10µM*, ., -4%
[48] COC(=O)c1cc(=O)n(-c2ccc(C(F)(F)F)cc2)[nH]1
  -1%, 3, 85%, -5%, -23%, 6, 0%
[49] C=CCN(C(=O)c1csnn1)C(C(=O)NC1CCCCC1)c1ccccc1 (centres undefined)
  6%, -11, 0%, ?, 34%, -2, -2%
[50] CCn1cc(C(=O)NCc2ccccc2OC)c(=O)c2ccc(C)nc21
  0%, -17, -7%, ?, 6%, -2, 1%
[51] Cc1ccc(NC(=O)C2CCN(S(=O)(=O)c3c(C)noc3/C=C/N(C)C)CC2)cc1
  10%, -5, -22%, ?, ?, -1, 6%
[52] COc1ccc(S(=O)(=O)N2CCC(C(=O)N3CCN(c4ccccc4OC)CC3)CC2)cc1
  8%, -9, 174%[activator], -5%, 13µM*, -2, -2%
[53] CCn1c(=O)c2cc(C(=O)NCC(OC)OC)sc2c2ccccc21
  2%, 2, 89%[activator], 1.5µM*, 10%[0.00184 µM], -2, 3%
[54] Cc1c(CN2CCC(n3nccc3NC(=O)CCc3ccccc3)CC2)cnn1C
  -2%, 4, 12%, -6%, 18%, 0, -5%
[55] CC(=O)N(C)c1nc(-c2ccc(Cl)cc2)cs1
  -2%, 19, -6%, 15%, 92%[activator], 18, 4%
[56] CC(C)(C)NS(=O)(=O)c1cc2c3c(c1)CCN3C(=O)CC2
  -2%, 1, -9%, 36%[activator], 12%, -3, -10%

6 compounds picked at random from those above, as already listed:
Every second line gives: LmPK inhibitor, Shiga inhibitor, AmpC no deterg, Pf growth 96h, Pf growth 48h, CHX counter, Tb PYK inh
[43] Cc1ccc(C(=O)OCC(=O)Nc2ccc(N(C)C)cc2)cc1NC(=O)c1ccco1
  11%, -13, -4%, ?, ., -3, -16%
[55] CC(=O)N(C)c1nc(-c2ccc(Cl)cc2)cs1
  -2%, 19, -6%, 15%, 92%[activator], 18, 4%
[35] O=C1c2ccccc2C(=O)N1CCc1nc(-c2ccc(Cl)cc2)no1
  -8%, -17, -20%, 17%, ., -1, .
[38] C=CCn1c(SCc2ccccc2)nc2c1c(=O)[nH]c(=O)n2C
  -2%, -10, 1%, -26%, 6%, -2, 1%
[47] COc1ccc([C@H]2CC(=O)C=C(c3ccccc3Oc3ccccc3)C2)cc1
  ., ., -23%, ?, 10µM*, ., -4%
[51] Cc1ccc(NC(=O)C2CCN(S(=O)(=O)c3c(C)noc3/C=C/N(C)C)CC2)cc1
  10%, -5, -22%, ?, ?, -1, 6%
